Eya2 phos inh: Eya2 (human) phosphatase inhibition | recombinant Eya2, OMFP fluorescence dephosphorylation (OMFP is methylfluorescein phosphate) | O00167 | Potency, µM (doses to about 76.9 µM), inactives show at the top dose activity, negative = inhibition, most hits filed as inhibitors | 330,000 tested, 0.006% active; further: potency means the concentration at half of the fitted maximal effect; on the % scale 0 is the no-effect control and ±100 the full control effect
Target sequence (O00167 whole entry, looked up): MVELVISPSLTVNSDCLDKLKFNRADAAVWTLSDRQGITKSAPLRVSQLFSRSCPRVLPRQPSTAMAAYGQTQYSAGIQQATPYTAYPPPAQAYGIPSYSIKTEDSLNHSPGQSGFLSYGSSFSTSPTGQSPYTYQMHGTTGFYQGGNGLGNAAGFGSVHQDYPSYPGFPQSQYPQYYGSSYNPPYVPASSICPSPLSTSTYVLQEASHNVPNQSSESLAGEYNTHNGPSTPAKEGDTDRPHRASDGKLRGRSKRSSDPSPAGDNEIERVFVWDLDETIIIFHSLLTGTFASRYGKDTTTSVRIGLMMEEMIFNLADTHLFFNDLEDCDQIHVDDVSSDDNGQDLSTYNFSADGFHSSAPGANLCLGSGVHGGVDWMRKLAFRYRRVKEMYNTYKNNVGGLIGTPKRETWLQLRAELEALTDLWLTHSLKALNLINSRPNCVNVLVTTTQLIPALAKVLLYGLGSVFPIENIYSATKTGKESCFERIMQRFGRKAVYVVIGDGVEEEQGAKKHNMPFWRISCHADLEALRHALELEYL
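Eya2 (0.2 uM) preincubated 10 min at ambient with compound, then OMFP substrate added at 50 uM; 10 min reaction in 50 mM HEPES pH 7.5, 50 mM NaCl, 5 uM MgCl2, 0.05% BSA, 1 mM DTT. Fluorescence read at Ex 485/Em 525 nm.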
Mito fusion yeast: inhibitors of mitochondrial division or activators of mitochondrial fusion. Potency, µM (top dose mostly 46.1 µM), for inactives: at the highest dose growth rescue (activation), usual class: activators. S. cerevisiae fusion-defective mutant growth rescue, CellTiterGlo 48 h. 320,000 tested, 0.23% active;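 further: potency means the concentration at half of the fitted maximal effect; % of control where 0% means no effect; nearly all actives have a fitted effect of over 45% in size; temperature-sensitive fusion mutants such as fzo1-1 at 37 °C on non-fermentable ethanol glycerol medium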
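Growth-rescue viability read-out: after 48 h at the non-permissive 37C in glycerol/ethanol YPEG, yeast mitochondrial fusion mutants are measured by CellTiterGlo luminescence; compounds (23 nl pinned per well) restoring growth score as division inhibitors or fusion activators.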
Tb PFK block: inhibitors of T. brucei phosphofructokinase; O15648; T. brucei PFK, ADP-Glo luminescence; Potency, µM (top dose mostly 57.5 µM), without a hit: at the highest dose activity, negative = inhibition, usual class: inhibitors; 330,000 tested, 0.17% active; AID 485367;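 further: potency means the concentration at half of the fitted maximal effect; 0% = uninhibited 1x PFK enzyme wells and -100% = no-enzyme wells; nearly all actives have a fitted effect of over 60% in size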
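Activity is normalized to no-enzyme wells (full inhibition) and 1.25 nM enzyme wells (no inhibition). Reaction: 0.5 mM F6P, 0.1 mM ATP, 45 min RT, ADP-Glo luminescence; concentration-response curves fitted and classed by quality.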
TCR act: activates T cell receptor signaling | primary human leukocytes, anti-CD3, IL-2 HTRF, 48 h | Potency, µM (top dose mostly 9.22 µM), for the others: at the highest dose activation of IL-2 secretion, usual class: activators | 330,000 tested, under 10 active | AID 504894; further: % of control where 0% means no effect
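Activity was scored as IL-2 release from primary human leukocytes given only a TCR signal (a-CD3 beads) plus compound for 48 hr. Detection used a two-antibody HTRF format read at 665nm.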
a7 integrin act: activates integrin-mediated alleviation for muscular dystrophy | Potency, µM (series often up to 38.3 µM), without a hit: at the top dose activation, actives largely listed as activators | 350,000 tested, 0.064% active | alpha7betagal myoblasts, beta-gal FDG fluorescence, 48 h;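 further: potency means the concentration at half of the fitted maximal effect; 100% = response of the positive control SU9516; nearly all actives have a fitted effect of over 60% in size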
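Alpha7betagal+/- myoblasts (passage 13) were plated 16-24 hr, then exposed to compounds (1:260 dilution of DMSO stock) for 48 hours at 37C. After MPER lysis, β-galactosidase reporter activity was read as FDG fluorescence (ex 480/em 540) after 30 minutes.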
TSHR antag: human thyrotropin receptor antagonism. P16473. TSHR-expressing cells, TSH-stimulated cAMP HTRF, 2 h; hits give low values. activity change, negative = inhibition, % at 11.5 µM. 330,000 tested, 0.2% active;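 active means activity change below a set negative limit, meaning inhibition stronger than a set level, cut at about -70% in these data; inconclusive means activity change between two set negative limits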; further: on the % scale 0 is the no-effect control and ±100 the full control effect
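TSHR-expressing cells were treated with compounds, then stimulated with TSH at EC80 (4nM final) for 2 hours at 37 deg C. Cellular cAMP was measured by HTRF competition between lysate cAMP and cAMP-d2 for a cryptate-labelled anti-cAMP antibody.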
Chronic BCR inh: blocks chronic active B-cell receptor signaling. ABC-DLBCL IkBa-CBG/CBR reporter, luminescence ratio, 4 h. Potency, µM (doses to about 46.1 µM), without a hit: top-dose ratio change, negative = lower green/red ratio, hits mostly inhibitors. 340,000 tested, 0.05% active. AID 493014; active means well fitted inhibition curve with a large enough effect in the signal ratio, with a control signal flat, not every such curve was filed as active; inconclusive means small, poorly fitted or top-dose-only effect, or effect the other way, or a change in a side signal; the % refers to the signal ratio;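 further: potency means the concentration at half of the fitted maximal effect; plate controls were basal doxycycline-induced cells for no effect and cells given 10 µM MG132 for full effect; MG132 reads +100%, hits lower the ratio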
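TMD8 human ABC-DLBCL cells with doxycycline-inducible IκBα–green luciferase fusion and unfused red luciferase, in 0.5% FBS medium; compounds up to 46 uM, 4 h at 37C. Green/red luminescence ratio, filter-overlap corrected, fitted to concentration-response curves.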
ELG1 DNA repair: blocks ELG1-dependent DNA repair in HEK293T cells; 330,000 tested, 2.3% active; HEK293T ELG1-luciferase reporter, luminescence, 16 h; DNA damage induced by 5-fluorouridine; AID 504467; Potency, µM (titrated, usually from 46.1 µM), inactives show at the highest dose activity change, negative = inhibition, actives largely listed as inhibitors; further: potency means the concentration at half of the fitted maximal effect; on the % scale 0 is the no-effect control and ±100 the full control effect; nearly all actives have a fitted effect of over 55% in size
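Overnight (16 hr) co-exposure of 2,000 cells/well to 5-fluorouridine and compound at 37 °C preceded detection. Luciferase was quantified via ONE-Glo luminescence; loss of signal denotes inhibition.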
S-ASM inh: inhibitors of human secretory acid sphingomyelinase. placental ASM, HMU-PC fluorogenic substrate, 60 min. Potency, µM (doses to about 57.5 µM), inactives show top-dose activity change, negative = inhibition, usual class: inhibitors. 340,000 tested, 0.006% active. AID 504937; further: potency means the concentration at half of the fitted maximal effect
Target sequence (P17405 47-631 limits assumed): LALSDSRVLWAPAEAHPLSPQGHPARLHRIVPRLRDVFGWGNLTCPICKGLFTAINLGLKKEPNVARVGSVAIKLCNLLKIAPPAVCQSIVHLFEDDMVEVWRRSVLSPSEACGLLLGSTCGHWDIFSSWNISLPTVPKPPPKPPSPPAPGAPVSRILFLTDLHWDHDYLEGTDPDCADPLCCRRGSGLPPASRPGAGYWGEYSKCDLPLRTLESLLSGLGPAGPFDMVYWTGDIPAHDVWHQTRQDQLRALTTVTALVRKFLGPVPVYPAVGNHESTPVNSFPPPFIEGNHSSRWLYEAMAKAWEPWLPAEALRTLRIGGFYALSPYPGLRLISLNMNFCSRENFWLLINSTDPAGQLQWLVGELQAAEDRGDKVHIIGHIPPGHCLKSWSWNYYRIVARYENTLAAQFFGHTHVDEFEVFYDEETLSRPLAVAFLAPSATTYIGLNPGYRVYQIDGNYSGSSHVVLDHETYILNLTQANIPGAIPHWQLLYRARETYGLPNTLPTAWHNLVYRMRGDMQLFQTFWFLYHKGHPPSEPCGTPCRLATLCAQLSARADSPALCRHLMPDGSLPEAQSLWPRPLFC
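Steps: dispense placental human ASM, pin compound, wait 10 min at room temperature, add HMU-PC0 substrate at 9 uM final, incubate 60 min at 37 °C, add stop solution raising pH to 10, read fluorescence.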
AT treatment: potential ataxia-telangiectasia treatment. […] A-T fibroblasts, KAP-1 phosphorylation AlphaLISA; neocarzinostatin DNA damage 30 min before lysis. Potency, µM (top dose mostly 57.5 µM), inactives show at the top dose activation, most hits filed as activators. 320,000 tested, 0.19% active; further: potency means the concentration at half of the fitted maximal effect; % of control where 0% means no effect; nearly all actives have a fitted effect of over 45% in size
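ATM-like activity read as KAP-1 phosphorylation via AlphaLISA donor/acceptor antibody pairs after lysis and 6 hr at 25C. Cells were ATM-null patient fibroblasts ([…], hTERT), dosed 60 min, then exposed to the DSB inducer NCS for 30 min.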
PTAP TSG101 blk: blocks PTAP/TSG101 interaction to inhibit HIV-1 budding; Q99816; Fluorescence polarization, FITC-PTAP peptide / Tsg101 binding; Potency, µM (doses to about 115 µM), for the others: at the highest dose activity change, negative = inhibition, most hits filed as inhibitors; 340,000 tested, under 10 active; AID 493005; active means well fitted inhibition curve with a large enough effect in the main read-out, with a control signal flat, not every such curve was filed as active; inconclusive means small, poorly fitted or top-dose-only effect, or effect the other way, or a change in a side signal; inactive means no such curve, though single readings can be large or run the other way; further: potency means the concentration at half of the fitted maximal effect; % of control where 0% means no effect
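Compounds were pin-transferred onto Tsg101 binding domain (10 uM final) in HEPES pH 7.5 buffer, then FITC-PTAP peptide was added at 50 nM final. After 20 min at RT, polarization reported peptide displacement across a qHTS concentration series.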
Starred values were filed as active, the others as inactive; ? = inconclusive; nt = not tested or not shown; [ ] = remark or other dose. Unless noted, the call rests on the fitted dose curve; in most records, active means well fitted curve in the direction sought with a large enough effect; inconclusive means small, poorly fitted or top-dose-only effect, or another doubt; inactive means no such curve, though single readings can be large; an effect the other way counts as inactive or inconclusive. Random draw from the library; overall some 3.2% were active at least once.

Results follow in this order: Eya2 phos inh	Mito fusion yeast	Tb PFK block	TCR act	a7 integrin act	TSHR antag	Chronic BCR inh	ELG1 DNA repair	S-ASM inh	AT treatment	PTAP TSG101 blk
1: COc1nccnc1NS(=O)(=O)c1ccc(NC(=S)NC(=O)c2cccnc2)cc1
→ -2%	2%	11%	-9%	1%	14	2%	-3%	-1%	9%	-4%
2: COc1cccc(/C=N/N=C(\N)c2nonc2N)c1O
→ 3%	-1%	-2%	5%	13%	18	?	?	4%	-5%	-2%
3: Cc1ccc(C(=O)NCc2ccc(Cl)cc2)cc1S(=O)(=O)N1CCCCC1
→ 12%	10%	-3%	13%	-14%	-7	-5%	-1%	-2%	5%	0%
4: Cc1ccc(C(=O)Nc2cccc(S(=O)(=O)N3CCCC3)c2)o1
→ 5%	5%	-8%	-5%	0%	16	-4%	21%	-3%	-6%	-4%
5: CC(C)C(=O)Nc1ccc(NC(=O)c2ccccn2)cn1
→ 2%	-1%	-5%	0%	13%	-2	?	?	-1%	0%	-10%
6: Cc1cc(C)n(-c2nc3c(c(=O)[nH]c(=O)n3C)n2C)n1
→ -7%	5%	1%	2%	33%	-5	0%	11%	10%	0%	1%
7: CC(=O)Oc1oc(-c2ccccc2)nc1C=Nc1ccc(N(C)C)cc1
→ -29%	0%	0%	4%	8%	-5	0%	-15%	1%	8%	?
8: CCc1c(C)nc2cc(-c3ccc(OC)c(OC)c3)nn2c1N1CCC(C)CC1
→ -3%	2%	0%	-3%	?	15	?	?	-2%	-2%	2%
9: CC(NC(=O)Cc1ccc(S(=O)(=O)N2CCCCC2)cc1)c1ccccc1 (centres undefined)
→ -6%	-6%	2%	-2%	-5%	14	-2%	-1%	5%	8%	-8%
10: CC1(C)C2CCC1(C)C(OC(=O)C[n+]1ccccc1N)C2 (centres undefined)
→ -13%	0%	0%	-4%	28%	8	17%	?	2%	-38%	-1%
11: O=C(NCc1ccccc1F)C1CCCN1C(=O)Nc1ccccc1 (centres undefined)
→ 10%	1%	-2%	nt	-6%	0	-1%	-4%	2%	-3%	-3%
12: O=C(O)CC1(O)C(=O)N(Cc2ccccc2)c2ccccc21 (centres undefined)
→ 3%	0%	3%	-5%	-1%	0	?	-3%	2%	7%	-5%
13: CCc1nnc(NC(=O)CCC(=O)NCc2ccc(C)cc2)s1
→ -1%	-2%	-11%	0%	?	11	0%	?	0%	-11%	-7%
14: Cc1nc(C)c(-c2ccc(SCc3ccc([N+](=O)[O-])cc3)nn2)s1
→ 3%	-4%	-25%	5%	22%	14	-6%	?	-2%	-21%	-9%
15: COc1ccc(-c2noc(C(C)NC(=O)c3ccco3)n2)cc1OC (centres undefined)
→ 0%	9%	1%	1%	3%	-7	0%	-6%	-1%	10%	-7%
16: CCOc1ccc(C(C)C)cc1S(=O)(=O)Nc1ccc(Cl)cn1
→ 1%	-2%	19%	2%	0%	nt	7%	3%	1%	3%	-1%
17: O=C(CCS(=O)(=O)c1ccc(Br)cc1)NCCc1ccccc1
→ 4%	4%	-19%	6%	-7%	-8	1%	-11%	-6%	6%	-8%
18: COc1ccc(CNC2CCCCC2C)c(OC)c1 (centres undefined)
→ 20%	-6%	-5%	0%	-6%	-7	-4%	-11%	99%[activator]	8%	-1%
19: Nc1cc(Cl)ccc1C(=O)OCC(=O)NCC1CCCO1 (centres undefined)
→ 2%	nt	0%	-8%[46.1 µM]	-11%	-6	5%	?	49%[activator]	3%	-1%
20: O=C1c2ccc(-c3ccc4c(c3)C(=O)N(CCO)C4=O)cc2C(=O)N1CCO
→ 12%	-5%	-2%	7%	31%	18	?	-6%	-2%	0%	-4%
21: COc1ccccc1C(=O)N(Cc1ccco1)C1CCS(=O)(=O)C1 (centres undefined)
→ 2%	-4%	17%	-2%	-14%	10	?	21%	-1%	1%	-2%
22: O=S(=O)(N1CCOCC1)N1CCCN(S(=O)(=O)N2CCOCC2)CC1
→ -6%	-6%	0%	2%	-17%	18	7%	-1%	-2%	-5%	-2%
23: CCOc1ccc2nc(SCC(=O)NCc3ccc(S(N)(=O)=O)cc3)sc2c1
→ 0%	-1%	1%	-2%	?	-14	-8%	-6%	3%	16%	-5%
24: Cc1nn(Cc2c(Cl)cccc2Cl)c(Cl)c1/C=N/NC(=O)c1cccnc1
→ -7%	12%	3%	-12%[46.1 µM]	5%	-10	-2%	?	-1%	13%	0%
25: Cc1c(O)ccc(/C(Cc2ccc3ccccc3n2)=N\N)c1O
→ -4%	-1%	-4%	0%	-37%	2	?	?	-8%	0%	-5%
26: CCn1cc(C(=O)O)c(=O)c2cc(F)c(N/N=C/c3ccccc3)cc21
→ -5%	-4%	-5%	5%[46.1 µM]	5%	3	?	-27%	61%[activator]	nt	-3%
27: Cn1cnc(S(=O)(=O)Nc2ccc(OC(F)(F)F)cc2)c1
→ 13%	0%	-3%	-83%	-25%	1	-6%	-14%	-1%	-2%	-9%
28: Nc1nc(SCC(=O)N2CCCCC2)[nH]c(=O)c1NC(=O)c1cccs1
→ 9%	2%	0%	1%	10%	11	2%	?	4%	-7%	-3%
29: Oc1ccc(-c2cnns2)c(O)c1
→ 1%	8%	?	2%[46.1 µM]	-1%	4	?	?	-1%	1%	1%
30: Cc1ccc(CN2CCNC(=O)C2CC(=O)N(Cc2c(C)nn(C)c2C)C2CC2)o1 (centres undefined)
→ 5%	0%	4%	-3%	-7%	-6	0%	-3%	1%	4%	-2%
31: COc1cc(/C=N/NC(=O)c2ccc(C)nc2)cc([N+](=O)[O-])c1O
→ -10%	-2%	3%	-4%	21%	-5	?	-14%	-2%	-24%	-1%
32: O=S(=O)(c1cc(Cl)cc(Cl)c1O)N1CCC2(CC1)OCCO2
→ 2%	0%	0%	-3%	28%	-3	-4%	-1%	-1%	7%	-5%
33: Cc1ccc(COC(=O)c2cccc(S(=O)(=O)N3CCCCC3)c2)cc1
→ -16%	?	0%	-2%	-13%	-22	9%	-2%	0%	14%	0%
34: O=C(NCCc1nc2ccccc2[nH]1)c1ccc(F)cc1
→ -17%	-4%	-3%	2%	6%[7.66 µM]	-7	5%	12%	5%	-4%	-6%
35: c1ccc(-n2nnnc2SCc2cn3ccccc3n2)cc1
→ 8%	-3%	1%	nt	17%	-4	2%	4%	0%	-7%	-4%
36: O=C(CN1c2cccc3cccc(c23)S1(=O)=O)Nc1ccccc1F
→ -6%	3%	2%	-5%	5%	-5	?	?	44%[activator]	3%	-2%
37: CCCCn1c(=O)[nH]c(=O)c2c1nc(-c1ccc(C(F)(F)F)cc1)n2C
→ -12%	3%	7%	4%	0%	-10	-1%	-7%	9%	5%	-1%
38: O=S1(=O)CCN(C(CCO)c2cccc(C(F)(F)F)c2)CC1 (centres undefined)
→ -2%	4%	-1%	5%	0%	4	4%	10%	-1%	5%	2%
39: Cc1nnc(SCC(=O)Nc2ccc3c(c2)COC3=O)n1-c1ccccc1
→ -20%	-2%	-16%	4%	-15%	4	-3%	0%	2%	7%	-3%
40: COc1ccc(-c2nc3c4ccccc4ccn3c2C=O)cc1
→ -4%	2%	4%	-3%	19%	-9	?	15%	17%	2%	-2%
41: O=C(NCc1ccccc1F)c1cccs1
→ -1%	-2%	-4%	nt	-9%[7.66 µM]	7	-1%	1%	-1%	1%	-6%
42: CC(Sc1nc2ccccc2[nH]1)C(=O)Nc1ccccc1F (centres undefined)
→ 1%	-1%	-5%	-1%	-46%[inhibitor]	-3	1%	-11%	-2%	-1%	-6%
43: Cc1cccc(-c2nsc(SCC(=O)NCc3ccc4c(c3)OCO4)n2)c1
→ -2%	?	4%	-6%[46.1 µM]	-5%	-8	4%	15%	-2%	12%	-1%
44: CC(=O)OCC1=C(C(=O)O)N2C(=O)C(NC(=O)CCn3nc(C(F)(F)F)c(Br)c3C3CC3)C2SC1 (centres undefined)
→ -1%	-5%	-4%	-3%	6%	0	-20%	3%	-1%	-6%	-10%
